Compound activity from PubChem.
miR-122 sensor = blocks miR-122 activity in Huh7 sensor cells. activation (reporter increase), % at 12.5 µM. Huh7 miR-122 Renilla luciferase sensor, 48 h; neutral wells = 0, positive control = 100. 340,000 compounds, 0.3% hits. AID 602342;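 active means mean replicate activation score at least 90 and every replicate individually at or above 90; inconclusive means only one of the two criteria met; inactive means neither criterion met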;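 further: higher luciferase means less miR-122 activity so hits act as miR-122 inhibitors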
* marks the source's active call; other numbers are inactive results; ? = inconclusive. The list is partial, so the mix of outcomes need not match the whole.

SMILES	miR-122 sensor
Cc1cc2cc(CN(Cc3ccc4c(c3)OCO4)C(=O)c3cnccn3)c3nnnn3c2cc1C	-13
COc1cc(/C=N/NC(=O)CC2(C)OCCCO2)ccc1OCc1ccccc1	22
CCCCOc1ccc(C(C)NC(=O)CCS(=O)(=O)Cc2ccccc2Cl)cc1 (stereo not drawn)	16
CCC(=O)N1c2ccc(S(=O)(=O)CCC(=O)NCc3cccs3)cc2CC1C (stereo not drawn)	-10
Cc1ccc(C)c(N(CC(=O)NN=C2CCN(C)CC2)S(=O)(=O)c2ccccc2)c1	4
CCOCCCNC(=S)Nc1ccc(S(N)(=O)=O)cc1	2
Cc1cccc(NC(=O)CSc2nnc(CCC(=O)Nc3ccc(C)c(Cl)c3)n2C)c1	-8
CCCCc1ccc(/C=C2/C(=O)ON=C2c2ccccc2)s1	-15
Cc1ccc(C(=O)NCCNC(=O)CN2CCCC2)cc1	1
CCOC(=O)CSc1nnc(CNc2cccc(Cl)c2)n1-c1ccccc1	-12
CC(C)N(C(=O)CSc1nc2ccccc2n1Cc1ccccc1F)C(C)C	36
CCCc1[nH]nc2c1C(c1cccc(OC(=O)c3ccco3)c1)C(C#N)=C(N)O2 (stereo not drawn)	-1
CCCOc1ccc(C(=O)CCNc2ccc(C)c(Cl)c2)cc1	1
COc1ccnc(Oc2ccc(F)cc2)c1C(=O)N/C=N/OCc1ccc(F)cc1	3
COc1ccc(-c2csc(N3C(=O)C4C5c6ccccc6C(c6ccccc65)[C@@H]4C3=O)n2)cc1 (stereo partly drawn)	-3
CCOC(=O)c1c(NC(=O)Cn2cc([N+](=O)[O-])cn2)sc2c1CCC2	-9
O=C(CCN1CCCCC1)Nc1ccc(Br)cc1	0
O=C(c1cc2ccccc2oc1=O)N(c1ccccc1)C1C=CS(=O)(=O)C1 (stereo not drawn)	-12
COc1ccc(NC(=O)CNS(=O)(=O)c2cccc3nonc23)c(OC)c1	12
CNc1oc(-c2ccc(C)cc2)nc1P(=O)(c1ccccc1)c1ccccc1	14
CCOC(=O)N1CCN(c2nc(-c3ccc(Cl)cc3)cs2)CC1	-3
CCn1nnnc1SCC(=O)Nc1nc(C)c(C)s1	-10
Cc1ccc(C(=O)NCCN2CCOCC2)cc1Cl	-2
COc1ccc(CSc2ncn[nH]2)cc1[N+](=O)[O-]	5
COc1ccc(C(=O)NCC(=O)OCC(=O)N2CCN(S(=O)(=O)c3ccccc3)CC2)cc1	0
Additional entries follow.
SMILES	miR-122 sensor
COC(=O)CCN(C(=O)C1C2CC3CC(C2)CC1C3)c1ccccn1 (stereo not drawn)	-8
COc1ccc(/C=C/C(=O)NCc2ccccn2)cc1	-2
CCc1nc(N2CCN(C(=O)c3ccco3)CC2)c2c3c(sc2n1)CCCC3	15
CC1(C)Cc2ccccc2C(=C(C#N)C#N)N1	-3
CCN(CC)C(=O)c1ccc(/C=C/c2c[nH]c3ccccc23)[n+](C)c1	-3
Cc1ccc(CSc2nnc(-c3ccncc3)n2C)cc1	8
NC(CC(=O)O)c1ccc(Br)cc1 (stereo not drawn)	5
Cc1ccc(-n2nc(C(=O)NCc3ccc(C)o3)c3c4ccccc4n(C)c3c2=O)cc1	3
CCOC(=O)c1c(-c2ccccc2)csc1NC(=O)C1CCCO1 (stereo not drawn)	-5
COc1cc(/C=C/C(=O)OCC(=O)N2CC3(C)CC2CC(C)(C)C3)ccc1O (stereo not drawn)	-4
COc1ccc(S(=O)(=O)Nc2cc(C(C)C)c(O)cc2C)cc1	67
COC(=O)Nc1nc2ccc(-c3n[nH]c(=O)c4ccccc34)cc2[nH]1	-2
CN(C)c1ccc(/C=N/N=C/c2ccccc2O)cc1	-3
COc1cc(CO)cc(Br)c1OCc1cccnc1	0
C/C(CC(=O)Nc1cccc2c1CCCC2)=N\NC(=O)c1cccc2ccccc12	-8
COC(=O)c1oc2ccccc2c1NC(=O)CN1CCCC1	4
CC(=O)c1cccc(N(CC(=O)Nc2ccc(F)cc2)S(C)(=O)=O)c1	4
COC(=O)c1ccc(NS(=O)(=O)N(C)C)cc1	7
CCOc1cc(NC(=S)NCC2CCCO2)c(OCC)cc1NC(=O)c1ccc(OC)cc1 (stereo not drawn)	-23
CC1=CC(=C(C#N)C#N)C=C(C)N1CCN1CCN(C(=O)Nc2ccc(Cl)c(Cl)c2)CC1	1
CC(C)(C)NC(=O)c1cccc(NC(=O)c2ccc(NC(=O)c3ccco3)cc2)c1	3
COc1cc(C2C(C#N)=C(N)OC3=C2C(=O)CCC3)c([N+](=O)[O-])cc1OC (stereo not drawn)	4
Cc1ccc(NCc2nnc(SCC(=O)NCc3ccco3)n2CC2CCCO2)cc1Cl (stereo not drawn)	-21
O=C(Nc1ccc(Oc2ccc3c(c2)C(=O)N(c2ccc(O)cc2)C3=O)cc1)c1cccs1	-8
Cn1cccc1C(=O)NC(=O)COC(=O)Cc1coc2ccc3ccccc3c12	10
More structures follow:
SMILES	miR-122 sensor
Cc1c(C2Nc3ccccc3C(=O)N2O)cnn1C (stereo not drawn)	-2
N#CCCN(C(=O)COC(=O)c1ccc(CNS(=O)(=O)c2ccc(F)c(Cl)c2)cc1)c1ccc(F)cc1	1
Cc1nn(C(C)(C)C)c(N)c1-c1ccccc1	-18
O=C(COC(=O)C1CC2C=CC1C2)Nc1cccc(S(=O)(=O)N2CCCCCC2)c1 (stereo not drawn)	-1
O=S(=O)(c1cccc(NC(=S)NCc2ccco2)c1)N1CCOCC1	78
Cc1ccc(N2C(=O)C(Cl)=C(NCCO)C2=O)c(C)c1	1
Cn1c(CNc2ccc(Cl)cc2)nnc1SCc1ccccc1	57
COCCn1c(SCC(=O)Nc2ccc(C)cc2)nc2c(oc3ccccc32)c1=O	-12
Cn1c(=O)n(C)c2cc([N+](=O)[O-])c(N3CCN(S(C)(=O)=O)CC3)cc21	-3
CC12CC(c3ccccc3O1)N(C(=O)c1ccco1)C(=S)N2c1ccc(F)cc1 (stereo not drawn)	-7
COc1ccccc1NC(=O)CCSCCC(=O)Nc1ccccc1OC	-1
CCS(=O)(=O)N1CCN(S(=O)(=O)c2ccc(F)cc2)CC1	-2
Cc1cccc(N2C(=O)CC(N(O)c3ccccc3)C2=O)c1 (stereo not drawn)	1
Cc1ccc(S(=O)(=O)c2cc3ccccc3oc2=Nc2ccc3c(c2)OCO3)cc1	-7
COc1cccc(C(C(=O)NC(C)(C)C)N(C(=O)CCC(=O)Nc2cc(C)on2)C(C)C)c1OC (stereo not drawn)	-10
CC1CC(C)(C)CC2(C1)NC(=O)N(CC(=O)NCCc1c[nH]c3ccccc13)C2=O (stereo not drawn)	-18
O=C(O)c1ccc2c(c1)C(=O)N(C(Cc1ccccc1)C(=O)O)C2=O (stereo not drawn)	-5
CCc1ccccc1NC(=O)CN(c1cccc(OC)c1)S(C)(=O)=O	8
CC(C)Nc1nc(NC(C)C)nc(N(C)N)n1	-16
COc1ccc(/C=C/C(=O)Nc2nc(C)c(C(=O)N(C)C)s2)cc1	-24
O=C(CNC(=O)c1ccco1)NCC(=O)OCc1cccc(Cl)c1	-10
CCCC(=O)OCCNc1cc(Sc2nccn2C)c2nonc2c1[N+](=O)[O-]	-62
COc1ccc2cc(CN(CC3CCCO3)S(=O)(=O)c3ccc(C(C)=O)cc3)c(=O)[nH]c2c1 (stereo not drawn)	-1
COC(=O)c1sccc1NC(=O)c1cccnc1	10
CS(=O)(=O)N(CCc1ccccc1)CC(=O)N1CCN(c2ccccc2)CC1	-6
(continued)
SMILES	miR-122 sensor
Cc1ccc(OCCNc2cc(N3CCN(CCO)CC3)ccc2[N+](=O)[O-])cc1C	18
COC(=O)CC(NS(=O)(=O)c1cccs1)c1cccc2ccccc12 (stereo not drawn)	15
Cc1cccc(OCCCC(=O)Nc2ccc(S(N)(=O)=O)cc2)c1C	9
COc1ccc(CNC(=O)C2CCCN2S(=O)(=O)c2ccc(S(=O)(=O)N(C)C)cc2)cc1 (stereo not drawn)	10
COc1cc(CNCc2cccs2)ccc1OCC(N)=O	-8
CC(C)C[C@H](NC(=O)OC(C)(C)C)c1n[nH]c(=S)n1N	-18
CN(C)S(=O)(=O)c1ccc(NC(=O)C2CCCN(C(=O)c3ccc(Cl)cc3)C2)cc1 (stereo not drawn)	-2
O=C(OCC(=O)N1CCc2ccccc21)c1cccc(S(=O)(=O)N2CCCc3ccccc32)c1	2
CSc1ncccc1C(=O)OCC(=O)NC(=O)NCCC(C)C	-16
CCOCCSc1nc2c(c(-c3cccs3)c1C#N)CC/C2=C/c1cccs1	-3
NC(=O)C1CCN(CCC(=O)Nc2ccc3c(c2)CCC3)CC1	3
O=[N+]([O-])c1cc2oc3c(c2c(C=NCc2ccncc2)c1O)CCCC3	10
CCOc1cc(NC(=S)NCCCOC)c(OCC)cc1NC(=O)c1ccco1	26
CS(=O)(=O)N1CCc2cc(-c3csc(NC(=O)Cc4ccccc4)n3)ccc21	-7
COc1ccccc1Nc1nc(N)nc(CSc2nncn2C)n1	2
CCc1c(C(=O)Nc2cc(C)cc(C)c2)[nH]c(C)c1C(C)=O	121*
O=C(NCN1CCN(CCO)CC1)c1cnccn1	-1
CCOc1cc(NC(=S)NC)c(OCC)cc1NC(=O)c1ccco1	33
O=C(Nc1ccc2c(c1)OCCO2)c1ccc(Cl)c([N+](=O)[O-])c1	-3
CCOc1ccc(NC(=O)Cn2nnc(C(=O)NCCc3ccc(OC)c(OC)c3)c2N)cc1	-11
COc1cccc(-n2nc(C(=O)O)c3ccccc3c2=O)c1	0
COc1cccc(N(CC(=O)N/N=C(\C)c2cccs2)S(C)(=O)=O)c1	-5
CC(=O)N(CCCc1ccc(C(C)(C)C)cc1)CCCN(C)C	5
O=C1C2C3CCC(C3)C2C(=O)N1Cc1ccco1 (stereo not drawn)	-11
Cc1ccc(-c2nnc3c4ccccc4c(C)nn23)cc1S(=O)(=O)N1CCN(CCO)CC1	-26
The list goes on:
SMILES	miR-122 sensor
CCOC(=O)c1ccccc1NC(=O)c1n[nH]c(=O)c2ccccc12	3
O=C(NC1CCN(C(=S)NCc2ccco2)CC1)C1CCCCC1	1
Cc1ccc(-c2nnn(CCC(=O)NC(C)(C)C)n2)cc1	-11
CCOc1ccccc1NC(=O)N1CCC(C(=O)c2ccc(F)cc2)CC1	1
CC(C)NC(=O)c1cnn2c1NC(c1cccs1)CC2C(F)(F)F (stereo not drawn)	-4
CCCCNC(=O)c1ccccc1NC(=O)CN(c1ccccc1)S(=O)(=O)N(C)C	21
Cc1cccc2cc(CN(CC3CCCO3)C(=O)c3cccnc3)c3nnnn3c12 (stereo not drawn)	-3
Cc1ccc(N(CC(=O)N2CCOCC2)S(=O)(=O)c2ccccc2)cc1	11
COc1cc(C)c(C)cc1S(=O)(=O)N1CCN(Cc2ccccc2)CC1	6
COc1cccc(NC(=S)NCc2ccccn2)c1	15
O=C(OCc1ccc(Cl)cc1Cl)c1cccnc1Cl	-3
Cc1sc2c(c1C)c(=O)n(-c1ccccc1)c1nnc(C)n21	-1
CCCNC(=O)c1ccc(Cl)c(Cl)c1	-17
CCC1CCC(c2nnc(-c3ccc([N+](=O)[O-])cc3)o2)CC1 (stereo not drawn)	-6
CN1/C(=C\C(=O)c2cccs2)C(C)(C)c2ccccc21	-18
CCc1ccc(NC(=O)Cc2cn(C)c3ccccc23)cc1	?
CN1/C(=C\C(=O)c2ccccc2Cl)c2ccccc2CC1(C)C	-14
CC1(C)Cc2c(sc(/N=C/N3CCCC3)c2C#N)C(C)(C)N1	-4
Cc1ccc(NC(=O)/C(CN(C)C)=N\O)cc1	1
O=C(Nc1nnc(-c2ccc(F)cc2)o1)c1cc(Cl)sc1Cl	-15
COc1ccc(CCNC(=O)c2ccc(CNS(=O)(=O)c3ccccc3)cc2)cc1OC	-3
CS(=O)(=O)c1nc(-c2ccccc2)c(-c2ccccc2)[nH]1	-3
COc1cccc(C(=O)Nc2ccccc2)c1	-6
CCN(CC)S(=O)(=O)c1ccc(N2CCOCC2)c(NC(=O)c2ccc3ccccc3c2)c1	-14
CCOc1cc(C)ccc1OCc1nnc(SCC(=O)c2cccc([N+](=O)[O-])c2)n1CC	-5

Some of the entries so far, as comma-separated lines:
mol,miR-122 sensor
Cc1ccc(-c2nnn(CCC(=O)NC(C)(C)C)n2)cc1,-11
CCOc1ccccc1NC(=O)N1CCC(C(=O)c2ccc(F)cc2)CC1,1
CC(C)NC(=O)c1cnn2c1NC(c1cccs1)CC2C(F)(F)F (stereo not drawn),-4
CCCCNC(=O)c1ccccc1NC(=O)CN(c1ccccc1)S(=O)(=O)N(C)C,21
Cc1cccc2cc(CN(CC3CCCO3)C(=O)c3cccnc3)c3nnnn3c12 (stereo not drawn),-3
Cc1ccc(N(CC(=O)N2CCOCC2)S(=O)(=O)c2ccccc2)cc1,11
COc1cc(C)c(C)cc1S(=O)(=O)N1CCN(Cc2ccccc2)CC1,6
COc1cccc(NC(=S)NCc2ccccn2)c1,15
O=C(OCc1ccc(Cl)cc1Cl)c1cccnc1Cl,-3
Cc1sc2c(c1C)c(=O)n(-c1ccccc1)c1nnc(C)n21,-1
CCCNC(=O)c1ccc(Cl)c(Cl)c1,-17
CCC1CCC(c2nnc(-c3ccc([N+](=O)[O-])cc3)o2)CC1 (stereo not drawn),-6
CN1/C(=C\C(=O)c2cccs2)C(C)(C)c2ccccc21,-18
CCc1ccc(NC(=O)Cc2cn(C)c3ccccc23)cc1,?
CN1/C(=C\C(=O)c2ccccc2Cl)c2ccccc2CC1(C)C,-14
CC1(C)Cc2c(sc(/N=C/N3CCCC3)c2C#N)C(C)(C)N1,-4

Additional records follow.
SMILES	miR-122 sensor
O=C1CCCC2=C1C(c1cccs1)n1ncnc1N2 (stereo not drawn)	2
Cc1ccc(NC(=O)N2CCCN(Cc3ccc(F)cc3)C2)cc1C	-3
O=C(CCCC(=O)NC1CCCC1)NC1CCCC1	-5
O=C(c1ccc(Cl)cc1)C1CCN(C(=O)C2CC2)CC1	0
O=C(O)C1C2C=CC(C2)C1C(=O)N1CCc2ccccc21 (stereo not drawn)	-13
O=C(CSc1ncnc2scc(-c3ccc(F)cc3)c12)c1ccc2c(c1)OCCO2	4
COc1ccc(C(=O)O/N=C(\N)c2ccncc2)cc1OC	-5
Cn1c(C(=O)NCCN2CCc3ccccc3C2)cc2c(=O)[nH]c3ccccc3c21	-18
O=C(CSc1nc2ccccc2o1)N1CCN(S(=O)(=O)c2ccc3ccccc3c2)CC1	-4
